# Screens from PubChem.
# Shn3 3UTR inh – reduction of Shn3 3'UTR firefly luciferase signal, primary screen, Schnurri-3 inhibitor project, cell-based, Clone20 osteoblasts, set 2 | Clone20 osteoblast Shn3 3'UTR firefly luciferase, 24 h | 360,000 tested, 0.52% active | inhibition, % at 12.5 µM;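 active = mean inhibition of at least 75% with every replicate also reaching 75%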;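 note: 0% = median of neutral control wells and 100% = pilot-screen positive control compound; some compounds past the cut are filed as inactive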
# LRH-1 inv ag – LRH-1 (NR5A2) inverse agonists, primary screen, cell-based, luminescence, HEK293T, StAR-luciferase reporter. inhibition, % at 3.6 µM. LRH-1 transfected, 24 h. 360,000 tested, 0.13% active. Nuclear receptor subfamily 5 group A member 2 (Homo sapiens), O00482;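 active = inhibition above the mean inhibition of all tested compounds plus 3 SD, cut at about 73% in these data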;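 note: 0% = DMSO wells and 100% = reporter-only cells lacking LRH-1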
# CF NFkB block – inhibitors of PAF-induced NF-kB signaling, primary screen, cell-based, GFP fluorescence, uHTS | KKLEB NF-kB-GFP reporter, GFP fluorescence overnight | inhibition, % at 5 µM | 360,000 tested, 0.86% active | AID 588850, 2011;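 active = at least 50% inhibition at 5 µM, scaled per plate between neutral and stimulator controls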;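 note: PAF is a Pseudomonas aeruginosa culture filtrate used as stimulus; plate controls were PAF-stimulated DMSO wells for no effect and unstimulated DMSO wells for full effect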
# COUP-TFII inh – NR2F2 transcriptional activity inhibitors, primary screen, cell-based, luciferase reporter, HEK293T, luminescence. inhibition, % at 8.6 µM. COUP transcription factor 2 (Homo sapiens), P24468. 370,000 tested, 0.7% active. HEK293T NGFI-A luciferase reporter. AID 686940, 2013;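 active = inhibition above a per-plate cutoff, mean inhibition of test wells between control levels plus 3 SD, cut at about 38% in these data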;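 note: cells cotransfected with COUP-TFII expression vector driving the NGFI-A reporter; 0% = median of COUP-TF2 test wells and 100% = reporter-only cells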
# SRC1 inh – SRC1 coactivator transcriptional activity inhibitors, primary screen, cell-based, luminescence | AID 588354, 2011 | Nuclear receptor coactivator 1 (Homo sapiens), Q15788 | 360,000 tested, 0.12% active | inhibition, % at 3.6 µM | HEK293 GAL4-SRC1 luciferase reporter;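 active = inhibition above the campaign mean plus 3 SD, with each screening campaign given its own cutoff, cut at about 60% in these data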;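 note: 0% = DMSO treated cells and 100% = gossypol at 36 µM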
# Target sequence (Q15788 whole entry, looked up, the tested form may be a part): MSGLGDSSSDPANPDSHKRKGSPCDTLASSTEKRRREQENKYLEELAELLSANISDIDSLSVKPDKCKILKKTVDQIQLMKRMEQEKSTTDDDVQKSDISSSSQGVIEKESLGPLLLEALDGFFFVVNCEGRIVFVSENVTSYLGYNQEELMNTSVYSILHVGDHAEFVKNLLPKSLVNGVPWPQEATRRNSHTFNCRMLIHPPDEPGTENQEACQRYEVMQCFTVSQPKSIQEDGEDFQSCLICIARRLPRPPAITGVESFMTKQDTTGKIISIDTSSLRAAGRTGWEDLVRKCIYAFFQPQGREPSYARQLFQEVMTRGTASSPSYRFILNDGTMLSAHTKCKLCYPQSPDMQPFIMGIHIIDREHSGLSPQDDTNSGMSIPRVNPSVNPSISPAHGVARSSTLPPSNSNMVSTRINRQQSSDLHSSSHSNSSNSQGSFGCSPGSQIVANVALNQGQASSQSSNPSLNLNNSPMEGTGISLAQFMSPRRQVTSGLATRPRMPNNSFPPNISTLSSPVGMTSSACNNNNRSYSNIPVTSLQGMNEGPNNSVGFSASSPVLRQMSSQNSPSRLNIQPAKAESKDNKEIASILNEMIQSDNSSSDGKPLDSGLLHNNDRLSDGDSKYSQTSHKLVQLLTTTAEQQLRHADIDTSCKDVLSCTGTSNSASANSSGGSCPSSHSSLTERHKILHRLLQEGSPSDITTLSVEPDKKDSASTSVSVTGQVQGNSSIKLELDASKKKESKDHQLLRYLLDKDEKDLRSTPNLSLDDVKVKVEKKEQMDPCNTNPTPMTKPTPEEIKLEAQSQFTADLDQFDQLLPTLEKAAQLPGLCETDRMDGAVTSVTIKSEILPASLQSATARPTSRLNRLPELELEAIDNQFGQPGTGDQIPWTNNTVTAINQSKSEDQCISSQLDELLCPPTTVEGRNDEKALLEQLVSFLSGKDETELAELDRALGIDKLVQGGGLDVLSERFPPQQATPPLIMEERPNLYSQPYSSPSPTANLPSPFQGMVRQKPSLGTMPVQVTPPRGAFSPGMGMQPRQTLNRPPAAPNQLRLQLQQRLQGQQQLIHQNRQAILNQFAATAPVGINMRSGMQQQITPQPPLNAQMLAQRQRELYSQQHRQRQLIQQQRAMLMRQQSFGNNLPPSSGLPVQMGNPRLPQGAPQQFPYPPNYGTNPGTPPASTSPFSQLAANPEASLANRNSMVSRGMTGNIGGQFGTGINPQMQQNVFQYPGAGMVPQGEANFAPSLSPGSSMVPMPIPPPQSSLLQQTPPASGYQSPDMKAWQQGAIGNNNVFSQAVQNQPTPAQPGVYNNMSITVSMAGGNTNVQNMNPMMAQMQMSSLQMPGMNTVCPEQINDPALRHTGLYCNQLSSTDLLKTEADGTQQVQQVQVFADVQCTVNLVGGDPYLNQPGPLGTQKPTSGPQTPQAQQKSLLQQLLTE
# KKLEB cytotox – cytotoxicity in KKLEB CF airway cells, primary screen, cytotoxicity control for CF NF-kB inhibitor project, cell-based, uHTS, fluorescence assay plates | KKLEB CF airway cells viability, ATPlite luminescence, overnight; hits give low values; cells stimulated with P. aeruginosa culture filtrate | activity change (cytotoxicity), % at 5 µM | 360,000 tested, 0.36% active;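 active = corrected activity change at or below -50% at 5 µM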
# TWEAK Fn14 block – inhibitors of TWEAK-Fn14 signaling, primary screen, luciferase reporter cells, uHTS. TWEAK-stimulated Fn14 reporter cells, luciferase luminescence, 8 h. inhibition, % at 10 µM. 360,000 tested, 2% active; in the data active = inhibition above about 50%
# LMP1 NFkB inh – EBV LMP1-driven NF-kappaB luciferase reporter inhibitors, primary screen, cell-based, luminescence, single point. LMP1-induced NF-kappaB luciferase reporter cells. inhibition, % at 12.5 µM. 350,000 tested, 0.69% active; in the data active = inhibition above about 41%;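 note: 0% = neutral control wells and 100% = reference inhibitor control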
# TROY signal inh – inhibitors of TROY-driven NF-kB signaling, primary screen, Q293 LMP1-TROYcd cells, NF-kB luciferase, uHTS | Q293 LMP1-TROYcd NF-kB luciferase reporter, 4 h | inhibition, % at 10 µM | 360,000 tested, 0.98% active | AID 1347056, 2019;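 active = compounds whose plate-normalised and pattern-corrected inhibition of the luciferase reporter signal at the single screening dose is 50% or more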
# TRAIL sens C8 – viability loss with TRAIL in NB7+C8 cells, primary screen, TRAIL sensitizer project, cell-based, ATPlite luminescence; inhibition (viability loss, TRAIL sensitization), % at 10 µM; 360,000 tested, 1% active; AID 624354, 2012;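 active = compounds causing at least 50% loss of cell viability in the single-dose screen, relative to plate controls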
# NCOA3 inh – SRC3 coactivator transcriptional activity inhibitors, primary screen, cell-based, luminescence | HEK293 GAL4-SRC3 luciferase reporter | inhibition, % at 3.6 µM | 360,000 tested, 0.17% active | AID 588352, 2011;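 active = inhibition above a per-campaign cutoff, the mean of all compounds plus 3 SD, cut at about 60% in these data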;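 note: 0% = DMSO-treated cells and 100% = gossypol-treated cells at 36 µM; higher means less SRC3-driven luciferase light from the GAL4 reporter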
# * marks the source's active call; other numbers are inactive results; . = not tested or not shown. This is a subset; the hit share may differ from the screen's.
# Fields – Shn3 3UTR inh	LRH-1 inv ag	CF NFkB block	COUP-TFII inh	SRC1 inh	KKLEB cytotox	TWEAK Fn14 block	LMP1 NFkB inh	TROY signal inh	TRAIL sens C8	NCOA3 inh
1. O=C(COc1ccc(Cl)cc1)N(Cc1cccs1)C1CCS(=O)(=O)C1 (stereo not drawn)
 : -4.0	-5.9	-22.8	0.4	1.5	5.2	5.8	-1.9	4.3	13.6	0.3
2. CCCCCc1nc2c(C#N)c(-c3ccc(Cl)cc3)ccn2n1
 : -5.2	10.9	13.0	-0.2	16.0	-8.2	-21.8	-6.3	-46.9	20.9	15.2
3. CC(C)c1nnc(NC(=O)CCN2C(=O)c3ccccc3C2=O)s1
 : 5.4	6.0	4.0	-2.7	2.4	-0.4	-8.1	-0.1	-22.1	-5.0	20.1
4. CC(=O)CCc1ccc(OCCCOc2cccc3cccnc23)cc1
 : 31.1	-5.2	6.9	0.2	0.6	-6.0	-34.8	0.8	-34.5	3.3	-12.9
5. O=C(Nc1cccc(S(=O)(=O)NC2=NCCC2)c1)C1CCCCC1
 : 20.0	0.9	-25.3	8.8	-24.5	6.6	8.6	0.0	-5.4	3.6	18.9
6. CCOC(=O)c1c(C)[nH]c(C(=O)CSc2nnnn2-c2ccccc2)c1C
 : -7.0	-1.4	-0.6	-4.8	11.1	-1.3	-14.3	-44.9	-11.7	0.3	7.5
7. O=C1c2ccccc2CN1CCNS(=O)(=O)c1ccc2ccccc2c1
 : 18.5	15.4	5.5	-5.9	1.4	-1.2	2.6	-2.8	1.1	-2.7	-31.2
8. O=C(c1ccc(Oc2ccccc2)cc1)c1nc2c(n1O)CCCC2
 : -13.0	10.8	-5.2	-14.6	-2.1	4.1	-11.4	-0.6	-4.9	-8.5	-2.4
9. COCCSc1nnc(NC(=O)c2ccc(NC(C)=O)cc2)s1
 : 0.4	-4.2	-7.4	1.0	12.6	7.3	-0.2	-4.7	5.5	-2.4	8.9
10. COc1ccccc1NC(=O)CCN1CC(C)OC(C)C1 (stereo not drawn)
 : -11.7	4.9	-6.6	-8.8	12.8	4.7	-15.9	-0.4	-28.2	-19.7	5.2
11. CCOC(=O)C1(CCCc2ccccc2)CCN(C(=O)COC)CC1
 : 18.8	-25.1	6.3	6.7	-7.1	7.8	6.8	8.8	4.2	-25.2	18.3
12. Cc1ccc(S(=O)(=O)/N=C(\Sc2ccccc2)c2ccccc2)cc1
 : -2.8	-5.4	0.6	7.7	-16.5	2.6	9.4	5.0	6.4	-1.8	10.3
13. O=C(Nc1nc(COc2ccccc2)cs1)C12CC3CC(CC(C3)C1)C2
 : -22.9	-38.7	7.1	3.9	-27.9	-18.0	0.4	-33.3	41.1	19.0	-41.8
14. Cc1ccc(NC(=O)CSc2ccccc2)cc1S(=O)(=O)N1CCCCC1
 : 10.9	-14.4	4.8	25.6	-35.8	-17.0	18.1	5.9	17.2	16.1	-16.0
15. C[C@@H](C(O)c1ccccc1)N(C)C(=O)CCc1ccccc1 (stereo partly drawn)
 : 15.8	-10.5	10.7	1.0	1.4	-3.8	9.4	-4.7	-9.7	-1.2	3.0
16. Cc1ccccc1C(=O)N=c1ccn(-c2nc3ccccc3nc2NS(=O)(=O)c2ccc(F)cc2)cc1
 : -7.8	11.3	-6.2	-5.7	11.1	10.4	25.6	11.2	-11.3	9.1	14.9
17. O=C(CSc1ncn(-c2ccccc2)n1)Nc1nc(-c2ccccc2)cs1
 : -18.1	-9.5	-8.0	-13.4	-25.2	7.4	1.0	-1.7	7.1	10.3	-5.1
18. Cc1ccc(C(=O)Nc2cccc(NC(=O)c3ccc(C)cc3)n2)cc1
 : .	-9.6	-11.1	-21.3	-23.1	-3.1	-6.8	.	-15.3	9.2	7.6
19. CC1(C(=O)NS(=O)(=O)Cc2cccc(Cl)c2)CCN1C(=O)C1(c2ccc(Cl)cc2)CCC1 (stereo not drawn)
 : 3.2	7.0	19.9	-1.6	6.5	-3.8	-17.7	.	15.2	-15.0	16.3
20. CCOC(=O)Nc1ccc2c(c1)N(C(=O)N(CC)CC)c1ccccc1CC2
 : 0.6	0.3	-3.2	17.5	-9.7	-0.8	6.5	7.0	0.2	-7.3	17.0
21. Cc1ccc(S(=O)(=O)N(C)CC(=O)Nc2ccc3c(c2)OCO3)cc1
 : -5.0	-4.1	-18.1	5.9	-3.9	2.1	-24.8	-3.0	-60.3	5.1	10.1
22. COc1cc(/C=N\NC(=O)c2ccc(Cl)cc2)ccc1Oc1ccc([N+](=O)[O-])cn1
 : 10.0	-20.2	1.7	7.2	-12.4	-5.1	17.1	-6.5	3.9	-2.4	7.3
23. CCOC(=O)Cn1nnnc1CN(Cc1cccs1)Cc1cc2cc(C)ccc2[nH]c1=O
 : 4.7	9.8	-11.0	-0.9	-12.8	3.3	4.1	-0.4	-7.3	-8.1	-19.6
24. CC1(C)CC(=O)C2=C(C1)NC(=O)NC2c1ccc(Cl)cc1 (stereo not drawn)
 : -5.3	-4.6	-34.2	10.1	-0.8	3.5	11.0	3.5	11.9	-9.9	11.0
25. CC(C)COC(=O)NCCCOC(=O)Nc1ccccc1
 : 12.5	-11.8	11.4	3.8	-35.3	-3.5	-16.8	-14.7	-11.7	-2.0	-0.1
26. Cc1ccc(C(=O)NC(=S)NNS(=O)(=O)c2ccccc2)cc1
 : -16.6	-35.7	-11.0	5.8	-15.4	14.8	-11.5	1.4	-15.8	5.5	-6.1
27. COc1ccc(CCNC(=O)CSc2nc(O)c(C(C)C)c(=O)[nH]2)cc1OC
 : -1.9	35.9	-15.4	0.8	-12.6	0.6	17.9	-6.6	4.0	-4.1	1.4
28. Cc1cc(NS(=O)(=O)c2ccc(NC(=O)COc3c(C)cc(Br)cc3C)cc2)no1
 : -16.0	-31.0	4.0	-10.9	11.8	-13.7	-1.1	1.7	13.6	5.7	15.4
29. Cc1ccc(/C(O)=C2\C(=O)C(=O)N(C)C2c2ccc([N+](=O)[O-])cc2)cc1 (stereo not drawn)
 : 3.2	10.7	11.0	19.3	-21.6	6.5	-13.9	8.1	11.6	-2.5	-1.7
30. Cc1ccc2cc(NC(=O)c3ccccc3)ccc2n1
 : -12.6	-184.9	-14.1	-13.2	-111.8	7.8	37.2	4.1	-6.1	57.9*	-93.1

# The final 2 records of the part before come first, to join the parts:
# Fields – Shn3 3UTR inh	LRH-1 inv ag	CF NFkB block	COUP-TFII inh	SRC1 inh	KKLEB cytotox	TWEAK Fn14 block	LMP1 NFkB inh	TROY signal inh	TRAIL sens C8	NCOA3 inh
29. Cc1ccc(/C(O)=C2\C(=O)C(=O)N(C)C2c2ccc([N+](=O)[O-])cc2)cc1 (stereo not drawn)
 : 3.2	10.7	11.0	19.3	-21.6	6.5	-13.9	8.1	11.6	-2.5	-1.7
30. Cc1ccc2cc(NC(=O)c3ccccc3)ccc2n1
 : -12.6	-184.9	-14.1	-13.2	-111.8	7.8	37.2	4.1	-6.1	57.9*	-93.1
31. Cn1nc(-c2ccc(Cl)cc2)cc1NC(=O)Nc1ccccc1
 : -20.1	-41.9	-12.4	-21.8	-22.4	13.1	-1.9	-10.1	-58.2	-5.1	-39.4
32. CCOC(=O)c1c(NC(=O)Cn2cnc3sc(C)c(-c4ccccc4)c3c2=O)sc(C)c1C
 : 18.8	18.5	13.0	1.3	7.4	-6.0	-9.3	1.8	7.3	3.5	10.0
33. O=C(NCc1ccccc1C(F)(F)F)C1CCC(=O)N(CCCc2ccccc2)C1 (stereo not drawn)
 : -2.7	-25.6	14.1	-3.2	-2.8	6.1	-1.9	-9.1	-2.6	-2.1	5.9
34. CCc1ccccc1OCCCOc1ccc(OC)cc1
 : -9.5	15.6	15.8	3.9	1.1	3.3	-11.5	9.6	-9.2	-11.9	14.3
35. COc1ccc(-c2[nH]ncc2/C=N\NC(=O)c2cccs2)cc1OC
 : -14.7	-55.5	-33.0	-56.7	-29.9	-0.5	1.4	4.8	13.0	-7.2	-42.2
36. CC(C)NC(=O)CN1C(=O)c2ccccc2S1(=O)=O
 : -26.3	-13.5	3.0	-11.6	3.9	1.8	-12.0	8.1	-28.1	-9.7	13.8
37. CCCCCCCc1nc2sc3c(c2c(=O)n1N)CC(C)(C)OC3
 : -2.9	6.6	7.5	-5.2	7.4	-5.6	-3.7	6.2	-6.1	-0.1	4.8
38. O=C(Cc1ccccc1)NNC1CC(=O)N(c2ccc(Br)cc2)C1=O (stereo not drawn)
 : -2.7	-6.0	-10.1	-5.3	-17.4	3.6	12.9	0.1	-19.6	3.7	4.5
39. COc1ccc(C(NC(=O)C2CCN(CCOc3ccc(Cl)cc3)CC2)c2cccs2)cc1 (stereo not drawn)
 : -2.2	14.6	-11.0	4.2	-26.4	-3.0	-13.8	.	26.3	-2.3	-6.8
40. CN1CCC(OC(=O)c2ccc(Br)cc2)CC1
 : 1.0	20.5	3.6	0.9	13.0	-0.4	3.6	-4.9	-1.5	-10.6	-14.2
41. Cc1ccc(N=Cc2ccccc2O)cc1Cl
 : -5.3	0.8	-11.3	-3.8	6.3	8.0	59.2*	-4.7	7.1	1.0	-1.4
42. C=CCCN([C@@H](C)C(=O)OC)S(=O)(=O)c1ccccc1Br
 : 6.8	8.4	-18.8	8.5	-6.9	8.1	12.6	-12.4	-16.0	-18.2	-2.9
43. CN1CCC(Oc2ccc(Sc3ccccc3)cc2)CC1
 : -18.1	-63.4	14.4	-33.2	-54.9	-17.9	-41.6	-16.4	-58.0	2.6	-34.5
44. O=c1[nH]c(/C(Cl)=C/c2cccc(F)c2)nc2cc(C(F)(F)F)ccc12
 : -13.9	18.4	27.4	-6.4	7.4	-30.7	3.4	-8.4	-8.4	4.2	4.2
45. Clc1ccccc1CNc1nc2ccccc2n2cnnc12
 : -5.4	8.5	9.8	2.5	-3.6	-5.9	-8.0	-6.1	2.0	2.3	12.1
46. COc1ccc(-n2cnnc2SCc2csc(-c3ccccc3)n2)cc1
 : 30.6	2.9	-0.6	4.4	-9.2	-12.2	5.4	2.8	7.0	-4.9	21.1
47. CCC(=O)Nc1cc2nn(-c3ccccc3)nc2cc1Cl
 : -32.1	-139.0	6.0	-36.5	-103.7	-24.3	51.8*	-14.0	10.0	64.2*	-75.3
48. COCCNC(=O)C1(C)CCCN(Cc2ccc(Oc3ccccc3)cc2)C1 (stereo not drawn)
 : 5.6	1.2	16.3	11.5	2.6	-10.1	-7.2	.	2.8	6.5	3.3
49. Cc1c(C(=O)Nc2cccc(Cl)c2)c2ccccn2c1CCc1ccncc1
 : -7.1	0.7	28.2	-4.4	-21.7	-9.4	16.3	-7.4	-11.4	12.8	2.0
